Compound activity deposited in PubChem BioAssay by Broad Institute.
C diff growth: C. difficile growth inhibitors, primary screen, HTS | growth activity, negative = inhibition, % at 16 µg/mL (by protocol) | 86,000 compounds, 0.25% hits | Clostridium difficile clinical isolate growth, OD600, 24 h; active compounds read low;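 active = mean growth activity at or below -80% and every replicate also at or below -80%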;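 note: 0% = DMSO wells and -100% = levofloxacin 16 µg/mL wells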
Pf Dd2 growth: P. falciparum Dd2 growth inhibitors, primary screen, SYBR Green fluorescence, single dose replicates | 72 h; active compounds read low | AID 1159554, 2015 | activity change, % at 10 µM | 94,000 compounds, 2.3% hits; in the data active = activity change below about -80%
T cruzi growth: T. cruzi intracellular proliferation inhibitors, primary screen, cell-based, beta-gal Tulahuen parasites, NIH3T3 host, luminescence | T. cruzi beta-gal in NIH3T3, GalScreen luminescence, 90 h | inhibition, % at 8.34 µM | 77,000 compounds, 5.9% hits;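 active = mean inhibition above about 93%, with at least 55% of replicates each passing it, limit read from the data, passing the limit was not always enough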
KDM4C inh: inhibitors of GASC-1 (KDM4C) histone demethylase, primary screen, biochemical, single concentration HTS. GST-KDM4C 2-372, H3K9me3 peptide, LANCE TR-FRET. 96,000 compounds, 0.15% hits. inhibition, % at 12.5 µM. Lysine-specific demethylase 4C (Homo sapiens), Q9H3R0;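 active = mean replicate inhibition above about 25%, with at least 55% of replicates also reaching it, limit read from the data, passing the limit was not always enough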
Target sequence (Q9H3R0 2-372 limits assumed): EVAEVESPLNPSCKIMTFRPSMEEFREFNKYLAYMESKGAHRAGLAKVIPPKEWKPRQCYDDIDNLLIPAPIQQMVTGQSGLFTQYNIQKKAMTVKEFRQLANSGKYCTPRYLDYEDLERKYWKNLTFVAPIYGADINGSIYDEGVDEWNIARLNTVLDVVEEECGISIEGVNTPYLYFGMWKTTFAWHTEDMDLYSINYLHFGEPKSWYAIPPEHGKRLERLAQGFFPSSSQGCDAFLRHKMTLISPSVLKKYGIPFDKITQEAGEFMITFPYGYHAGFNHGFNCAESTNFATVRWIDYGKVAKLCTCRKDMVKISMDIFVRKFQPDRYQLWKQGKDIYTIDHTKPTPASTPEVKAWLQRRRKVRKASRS
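System: N-terminal GST-fused human GASC-1 (KDM4C) fragment, residues 2-372; amount: enzyme final amount 10 nM; incubation: reaction 30 min RT, detection step 1 h RT; medium: HEPES buffer, pH 7.5, plus ascorbate; technique: LANCE TR-FRET, Eu antibody, ULight-streptavidin, EDTA, ex 340 nm, em 618/671 nm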
An asterisk follows results filed as active; / = no result given; & = joins results of further samples.

A first look, 2 compounds:
SMILES	C diff growth	Pf Dd2 growth	T cruzi growth	KDM4C inh
COc1ccccc1NC(=O)N[C@H]1CC[C@@H](CC(=O)N[C@H](C)c2ccccc2)O[C@H]1CO	/	4	-53	2.1
C[C@@H]1CN([C@@H](C)CO)C(=O)c2cc(NS(=O)(=O)c3ccc(F)cc3)ccc2O[C@@H]1CN(C)S(=O)(=O)c1ccc(F)cc1	5	23	39	0.3

The list itself, from the first entry:
SMILES	C diff growth	Pf Dd2 growth	T cruzi growth	KDM4C inh
COc1ccccc1NC(=O)N[C@H]1CC[C@@H](CC(=O)N[C@H](C)c2ccccc2)O[C@H]1CO	/	4	-53	2.1
C[C@@H]1CN([C@@H](C)CO)C(=O)c2cc(NS(=O)(=O)c3ccc(F)cc3)ccc2O[C@@H]1CN(C)S(=O)(=O)c1ccc(F)cc1	5	23	39	0.3
O=C(C[C@H]1CC[C@H](NC(=O)CN2CCOCC2)[C@H](CO)O1)NCCc1ccccc1	-3	6	3	-0.5
C[C@H](CO)N1C[C@H](C)[C@@H](CN(C)S(=O)(=O)c2cccs2)OCCCC[C@H](C)Oc2ccc(NS(=O)(=O)c3cccs3)cc2C1=O	1	9	-30	-1.3
CO[C@@H]1CN(C)C(=O)c2ccc(NC(=O)c3ccccc3)cc2OC[C@@H](C)N(C(C)=O)C[C@H]1C	-1	5	-11	2.0
CCCNC(=O)C[C@H]1C[C@@H]2c3cc(NC(=O)c4cccnc4)ccc3O[C@@H]2[C@@H](CO)O1	1	2	-84	2.6
COc1cccc(CNC(=O)c2cc3c(c(-c4cccc(-c5ccc(C#N)cc5)c4)n2)[C@@H](CCO)N([S@](=O)C(C)(C)C)C3)c1	/	-73	84	-1.1
CCCNC(=O)N1CC2(C1)[C@H](c1ccccc1)[C@H](CO)N2C(=O)c1cccnc1	1	-1	/	4.5
CC=Cc1ccc2n(c1=O)C[C@@H]1[C@@H](CO)[C@H](C(=O)N[C@H](C)c3ccccc3)[C@H]2N1Cc1cncnc1 (mixture of isomers)	2	-13	-14	1.2
C[C@@H]1CN([C@H](C)CO)C(=O)c2ccccc2-c2ccccc2CO[C@@H]1CN(C)Cc1ccc(F)cc1	5	-30	27	0.6
CCCNC(=O)[C@H]1[C@H](CO)[C@H]2Cn3c(ccc(-c4cccc(F)c4)c3=O)[C@@H]1N2C(C)=O	-5	8	40	-0.5
CN(C)CC(=O)N[C@H]1C=C[C@@H](CC(=O)NCc2ccccc2F)O[C@H]1CO	-2	13	-14	5.6
N#Cc1ccc(-c2ccc3c(c2)[C@@H]2[C@@H](CCN2C(=O)c2ccc(F)cc2)[C@@H](CO)N3)cc1	29	16	24	-0.3
N#Cc1ccc(-c2ccc([C@H]3[C@@H](CO)N4C(=O)CN(C(=O)C5CCCC5)C[C@H]34)cc2)cc1	-2	-54	/	-1.4
CN1C(=O)c2cc(NC(=O)C3CCCCC3)ccc2OC[C@@H]2O[C@H](CC(=O)NCCc3ccncc3)CC[C@@H]21	-3	12	-44	-1.5
CC(C)NC(=O)N(C)C[C@H]1Oc2ccc(NS(C)(=O)=O)cc2CC(=O)N([C@@H](C)CO)C[C@@H]1C	0	12	/	0.9
O=C(Nc1ccc(F)cc1)N1CCCCN2[C@H](C1)[C@@H](c1ccc(-c3ccccc3F)cc1)[C@@H]2CO	41	27	85	/
COc1cccc(C(=O)N2C[C@H]3[C@@H](c4ccccc42)[C@@H](CO)N3Cc2cccnc2)c1	2	-7	84	-1.8
C[C@H](CO)N1C[C@H](C)[C@H](CN(C)S(=O)(=O)c2ccc(F)cc2)OCCCC[C@H](C)Oc2ccc(NC(=O)c3ccccc3)cc2C1=O	5	-54	/	-1.6
O=S(=O)(N[C@@H]1CC[C@@H](CCn2cc(C3CC3)nn2)O[C@H]1CO)c1ccc(F)cc1	/	10	-7	0.1
Cc1ccc(S(=O)(=O)Nc2ccc3c(c2)C(=O)N([C@H](C)CO)C[C@@H](C)[C@@H](CN(C)C(=O)NC(C)C)OCCCC[C@H](C)O3)cc1	10	-25	21	-0.2
CC(=O)N(C)C[C@H]1Oc2cc(C#Cc3ccccc3F)ccc2S(=O)(=O)N([C@H](C)CO)C[C@@H]1C	5	-24	49	2.8
C[C@@H]1CCCCO[C@@H](CN(C)C(=O)CCC(F)(F)F)[C@@H](C)CN([C@H](C)CO)C(=O)c2cc(NS(C)(=O)=O)ccc2O1	2	/	25	-1.1
CCCC#Cc1ccc2c(c1)O[C@H](CN(C)CCC)[C@H](C)CN([C@@H](C)CO)S2(=O)=O	5	-79	75	-1.5
COc1ccc(S(=O)(=O)N(C)C[C@H]2Oc3c(NC(=O)C4CCCCC4)cccc3C(=O)N([C@H](C)CO)C[C@H]2C)cc1	-8	-37	-2	2.3

Record cards (already shown):
Shown for `CN1C(=O)c2cc(NC(=O)C3CCCCC3)ccc2OC[C@@H]2O[C@H](CC(=O)NCCc3ccncc3)CC[C@@H]21` → C diff growth: -3; Pf Dd2 growth: 12; T cruzi growth: -44; KDM4C inh: -1.5
Shown for `O=S(=O)(N[C@@H]1CC[C@@H](CCn2cc(C3CC3)nn2)O[C@H]1CO)c1ccc(F)cc1` → C diff growth: /; Pf Dd2 growth: 10; T cruzi growth: -7; KDM4C inh: 0.1

Following part
SMILES	C diff growth	Pf Dd2 growth	T cruzi growth	KDM4C inh
C[C@H](NC(=O)C[C@H]1C=C[C@H](NS(=O)(=O)c2cccc(F)c2)[C@H](CO)O1)c1ccccc1	/	-9	-21	-1.5
C[C@H]1CN([C@@H](C)CO)C(=O)c2cccc(NC(=O)c3ccc(-c4nccs4)cc3)c2O[C@H]1CN(C)C	1&-1	-11	/	-1.6
COc1ccc(NC(=O)N(C)C[C@@H]2OCCCC[C@@H](C)Oc3ccc(NS(=O)(=O)c4ccc(OC)cc4)cc3C(=O)N([C@@H](C)CO)C[C@H]2C)cc1	2	-10	21	-0.1
CCC(=O)N(C)C[C@H]1Oc2ncc(C#C[C@H](C)O)cc2C(=O)N([C@@H](C)CO)C[C@H]1C	-1	48	-96	-2.4
O=C(C[C@H]1C=C[C@@H](NS(=O)(=O)c2ccc(F)cc2)[C@H](CO)O1)N1CCC(Cc2ccccc2)CC1	-5	-7	26	-0.7
O=C(c1ccncc1)N1CCCCN2[C@H](CO)[C@@H](c3ccc(-c4ccccc4)cc3)[C@H]2C1	-2	33	67	0.5
CCCNC(=O)C[C@H]1C[C@@H]2c3cc(NC(=O)COC)ccc3O[C@@H]2[C@@H](CO)O1	-1	10	-17	4.7
COc1ccc(NC(=O)N(C)C[C@H]2Oc3ccc(NC(=O)CCN4CCOCC4)cc3CC(=O)N([C@@H](C)CO)C[C@H]2C)cc1	3	6	/	0.7
COc1ccc2c3c(n(C)c2c1)[C@@H](CO)N(C(=O)CN1CCOCC1)CC31CCN(C(C)=O)CC1	-1	35	/	0.1
COc1ccc(-c2cn(CC[C@H]3CC[C@@H](NC(=O)NC(C)C)[C@H](CO)O3)nn2)cc1	-4	-1	-4	-0.4
O=C(c1cccc(F)c1)N1CC(=O)N2[C@H](C1)[C@@H](c1ccc(-c3ccccc3F)cc1)[C@@H]2CO	-10	-41	/	0.4
Cc1ccc(-c2cnc3c(c2)C(=O)N([C@H](C)CO)C[C@@H](C)[C@@H](CN(C)Cc2ccccc2C(=O)O)O3)cc1	-3	6	-23	0.8
CCCC#Cc1cnc2c(c1)C(=O)N([C@@H](C)CO)C[C@H](C)[C@H](CN(C)C(=O)Nc1ccccc1OC)O2	-2	-31	-27	-3.0
C[C@H](CO)N1C[C@H](C)[C@@H](CN(C)S(=O)(=O)c2ccc(F)cc2)Oc2cc(C3=CCCC3)ccc2S1(=O)=O	5	-38	114*	-1.4
CO[C@H](CN(C)Cc1ccc2c(c1)OCO2)[C@H](C)CN(C(=O)c1ccccc1)[C@H](C)CO	/	-3	18	2.6
C[C@@H]1CN([C@H](C)CO)C(=O)c2cccc(NC(=O)Nc3ccc(C(F)(F)F)cc3)c2O[C@H]1CN(C)Cc1ccc2c(c1)OCO2	/	8	96	17
CCS(=O)(=O)N1CCCCN2[C@@H](CO)[C@@H](c3ccc(C#Cc4ccccc4OC)cc3)[C@@H]2C1	32	-16	-44	-2.1
CCC(=O)Nc1ccc2c(c1)C(=O)N(C)C[C@@H](OC)[C@@H](C)CN(C(=O)CN1CCOCC1)[C@H](C)CO2	/	/	-6	0.9
C[C@H]1CCCCO[C@H](CN(C)C(=O)CCCN(C)C)[C@@H](C)CN([C@@H](C)CO)C(=O)c2cc(NC(=O)Nc3ccc(C(F)(F)F)cc3)ccc2O1	/	-38	35	0.6
CCC(=O)N1CC(=O)N2[C@@H](CO)[C@H](c3ccc(C#CC4CCCC4)cc3)[C@@H]2C1	-2	-9	/	-0.7
C[C@@H]1CN([C@@H](C)CO)C(=O)c2cc(NS(=O)(=O)c3cccs3)ccc2O[C@H]1CN(C)S(C)(=O)=O	/	26	-36	0.5
O=C(NCCc1ccccc1)[C@@H]1[C@@H](CO)[C@@H]2Cn3c(cccc3=O)[C@@H]2N1Cc1cccnc1	-3	11	-55	3.4
CCS(=O)(=O)N1CC(=O)N2[C@H](CO)[C@@H](c3ccc(-c4ccc(C)cc4)cc3)[C@@H]2C1	-26	-18	/	0.8
CO[C@H]1CN(C)C(=O)c2ccc(NS(=O)(=O)c3ccccc3Cl)cc2OC[C@H](C)NC[C@H]1C	0	-1	-9	0.5
Cc1cccc(-c2ccc([C@@H]3[C@@H](CO)N4CCCCN(C(=O)c5ccncc5)C[C@@H]34)cc2)c1	-5	13	58	-0.8
COc1ccc(CN(C)C[C@H]2OCCCC[C@@H](C)Oc3ccc(NC(=O)Nc4ccccc4)cc3C(=O)N([C@H](C)CO)C[C@H]2C)cc1	2	-72	115	-1.9
CCCNC(=O)N(C)C[C@H]1Oc2cc(C3=CCCCC3)ccc2S(=O)(=O)N([C@@H](C)CO)C[C@H]1C	0	-18	44	-0.4

Sorted by number of heavy atoms (highest first): part of the list above.
SMILES	C diff growth	Pf Dd2 growth	T cruzi growth	KDM4C inh
C[C@@H]1CN([C@@H](C)CO)C(=O)c2cc(NS(=O)(=O)c3ccc(F)cc3)ccc2O[C@@H]1CN(C)S(=O)(=O)c1ccc(F)cc1	5	23	39	0.3
Cc1ccc(-c2cnc3c(c2)C(=O)N([C@H](C)CO)C[C@@H](C)[C@@H](CN(C)Cc2ccccc2C(=O)O)O3)cc1	-3	6	-23	0.8
CCCC#Cc1cnc2c(c1)C(=O)N([C@@H](C)CO)C[C@H](C)[C@H](CN(C)C(=O)Nc1ccccc1OC)O2	-2	-31	-27	-3.0
C[C@H]1CN([C@@H](C)CO)C(=O)c2cccc(NC(=O)c3ccc(-c4nccs4)cc3)c2O[C@H]1CN(C)C	1&-1	-11	/	-1.6
O=C(Nc1ccc(F)cc1)N1CCCCN2[C@H](C1)[C@@H](c1ccc(-c3ccccc3F)cc1)[C@@H]2CO	41	27	85	/
O=S(=O)(N[C@@H]1CC[C@@H](CCn2cc(C3CC3)nn2)O[C@H]1CO)c1ccc(F)cc1	/	10	-7	0.1
